Assay outcomes from PubChem BioAssay.
C diff HTS – C. difficile growth inhibitors, primary screen, HTS. 86,000 compounds, 0.25% hits. Clostridium difficile clinical isolate growth, OD600, 24 h; hits give low values. growth activity, negative = inhibition, % at 16 µg/mL (by protocol). AID 1259249, 2017;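 active means mean growth activity at or below -80% and every replicate also at or below -80%; inconclusive means mean at or below -80% but some replicate above -80%; inactive means mean growth activity above -80%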;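 further: 0% = DMSO wells and -100% = levofloxacin 16 µg/mL wells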
Tcruzi prolif – T. cruzi intracellular proliferation inhibitors, primary screen, cell-based, beta-gal Tulahuen parasites, NIH3T3 host, luminescence; T. cruzi beta-gal in NIH3T3, GalScreen luminescence, 90 h; inhibition, % at 8.34 µM; 77,000 compounds, 5.9% hits;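 active means mean inhibition above about 93%, with at least 55% of replicates each passing it, limit read from the data, passing the limit was not always enough; inconclusive means only one of those two conditions holds; inactive means neither condition holds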
Pf Dd2 inh – P. falciparum Dd2 growth inhibitors, primary screen, SYBR Green fluorescence, single dose replicates. 72 h; hits give low values. activity change, % at 10 µM. 94,000 compounds, 2.3% hits; in the data active means activity change below about -80%; inconclusive means no clear call, values can overlap the other calls
KDM4C inh – inhibitors of GASC-1 (KDM4C) histone demethylase, primary screen, biochemical, single concentration HTS. Lysine-specific demethylase 4C (Homo sapiens), Q9H3R0. GST-KDM4C 2-372, H3K9me3 peptide, LANCE TR-FRET. inhibition, % at 12.5 µM. 96,000 compounds, 0.15% hits. AID 720574, 2013;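 active means mean replicate inhibition above about 25%, with at least 55% of replicates also reaching it, limit read from the data, passing the limit was not always enough; inconclusive means only one of those two conditions met; inactive means neither condition met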
Target sequence (Q9H3R0 2-372 limits assumed): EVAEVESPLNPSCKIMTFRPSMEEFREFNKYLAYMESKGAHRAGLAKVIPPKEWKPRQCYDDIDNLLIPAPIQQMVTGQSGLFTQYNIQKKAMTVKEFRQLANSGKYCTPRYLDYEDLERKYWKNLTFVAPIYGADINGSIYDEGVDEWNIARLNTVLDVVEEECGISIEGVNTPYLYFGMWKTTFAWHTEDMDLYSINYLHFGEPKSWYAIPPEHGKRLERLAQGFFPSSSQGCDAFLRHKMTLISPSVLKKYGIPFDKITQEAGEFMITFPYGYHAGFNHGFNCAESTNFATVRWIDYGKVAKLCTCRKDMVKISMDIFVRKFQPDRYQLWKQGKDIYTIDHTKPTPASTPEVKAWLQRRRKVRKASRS
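Test system – GST-tagged GASC-1 (JMJD2C) catalytic fragment, aa 2-372 · Medium – HEPES buffer, pH 7.5, plus ascorbate · Reagent – H3K9me3 peptide with Fe(II)/2OG · Compound – one test concentration per compound · Timing – 30 min reaction, 60 min detection, RT · Technique – TR-FRET with Eu antibody and ULight streptavidin, EDTA stop · Read-out basis – inhibition from TR-FRET ratio decrease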
* marks the source's active call; other numbers are inactive results; ? = inconclusive; . = not tested or not shown.

SMILES | C diff HTS | Tcruzi prolif | Pf Dd2 inh | KDM4C inh
COc1ccc(CN(C)C[C@H]2Oc3ccc(NC(=O)Nc4ccccc4)cc3CC(=O)N([C@H](C)CO)C[C@@H]2C)cc1 | -7 | . | -25 | 1.2
CC(=O)N1CC2(C1)[C@@H](c1ccccc1)[C@H](CO)N2Cc1cccc(Cl)c1 | -1 | . | -72 | -1.0
O=C(C[C@@H]1CC[C@H]2[C@@H](COC[C@H](O)CN2S(=O)(=O)c2ccc(F)cc2)O1)NCc1ccc(Cl)c(Cl)c1 | -16 | 34 | -4 | -0.4
CC(=O)N1CC[C@@H]2[C@H](CO)Nc3ccc(-c4ccc(F)cc4)cc3[C@@H]21 | -24 | 88 | 35 | 0.1
C[C@@H]1CN([C@H](C)CO)C(=O)c2cc(C#CCC3CCCC3)cnc2O[C@H]1CN(C)CC1CCOCC1 | 4 | 48 | -57 | 0.5
CCCNC(=O)C[C@H]1CC[C@@H]2[C@H](COc3ccc(NC(=O)c4ccc(Cl)cc4)cc3C(=O)N2C)O1 | 3 | 23 | -8 | 0.6
CCCN(C)C[C@H]1OCCCC[C@@H](C)Oc2ccc(NS(=O)(=O)c3ccccc3)cc2C(=O)N([C@@H](C)CO)C[C@H]1C | 1 | 58 | . | 1.9
Cc1noc(C)c1NC(=O)N(C)C[C@@H]1Oc2ncc(C#CCC(C)C)cc2C(=O)N([C@H](C)CO)C[C@@H]1C | -1 | . | 38 | .
CCCN(C)C[C@@H]1Oc2cc(C#Cc3ccc(OC)cc3)ccc2S(=O)(=O)N([C@@H](C)CO)C[C@@H]1C | 6 | ? | -85* | -3.5
COc1ccc(NC(=O)Nc2ccc3c(c2)C(=O)N([C@@H](C)CO)C[C@H](C)[C@H](CN(C)S(=O)(=O)c2ccccc2)OCCCC[C@@H](C)O3)cc1 | 6 | 5 | -87* | 0.2
CN1CCCCN2[C@H](CO)[C@@H](c3ccc(C#CC4(O)CCCC4)cc3)[C@H]2C1 | 3 | 30 | 27 | 1.1
CCCNC(=O)C[C@H]1CC[C@H]2[C@@H](COc3ccc(NC(=O)c4ccc5c(c4)OCO5)cc3C(=O)N2C)O1 | -4 | 4 | 19 | -2.5
COCC(=O)N1CC(=O)N2[C@@H](CO)[C@H](c3ccc(-c4ccccc4F)cc3)[C@@H]2C1 | -4 | . | -40 | -1.1
COc1ccc(S(=O)(=O)N(C)C[C@H]2OCCCC[C@H](C)Oc3ccc(NC(=O)c4ccccc4)cc3C(=O)N([C@@H](C)CO)C[C@H]2C)cc1 | 21 | 59 | -85* | -2.5
CC(C)NC(=O)Nc1ccc2c(c1)C(=O)N([C@@H](C)CO)C[C@@H](C)[C@@H](CN(C)C(=O)CCC(F)(F)F)OCCCC[C@H](C)O2 | -1 | -1 | -6 | 0.5
CN(C)CC(=O)N[C@@H]1CC[C@@H](CCn2cc(C3CC3)nn2)O[C@H]1CO | -2 | . | 18 | -0.3
O=C(C[C@H]1CC[C@@H](NC(=O)Nc2ccccc2F)[C@@H](CO)O1)NCc1ccc(-c2ccccc2)cc1 | -13 | . | 15 | 0.3
CC(C)NC(=O)Nc1ccc2c(c1)C(=O)N(C)[C@@H]1CC[C@H](CC(=O)Nc3ccccc3)O[C@@H]1CO2 | 8 | 34 | -9 | 1.2
COCC(=O)N1CCC2(CC1)CN(Cc1nccs1)[C@H](CO)c1c2c2ccc(OC)cc2n1C | 50 | . | -8 | 2.4
C[C@H]1CN([C@@H](C)CO)C(=O)c2cc(NS(=O)(=O)c3ccc(Cl)cc3)ccc2O[C@H]1CN(C)C(=O)Nc1cccc2ccccc12 | -9 | 69 | -2 | -1.1

Limited to Pf Dd2 inh and KDM4C inh, for some of the entries so far:
| compound | Pf Dd2 inh | KDM4C inh |
| --- | --- | --- |
| CC(=O)N1CC2(C1)[C@@H](c1ccccc1)[C@H](CO)N2Cc1cccc(Cl)c1 | -72 | -1.0 |
| O=C(C[C@@H]1CC[C@H]2[C@@H](COC[C@H](O)CN2S(=O)(=O)c2ccc(F)cc2)O1)NCc1ccc(Cl)c(Cl)c1 | -4 | -0.4 |

The main list resumes with the five entries that preceded the break.
SMILES | C diff HTS | Tcruzi prolif | Pf Dd2 inh | KDM4C inh
CN(C)CC(=O)N[C@@H]1CC[C@@H](CCn2cc(C3CC3)nn2)O[C@H]1CO | -2 | . | 18 | -0.3
O=C(C[C@H]1CC[C@@H](NC(=O)Nc2ccccc2F)[C@@H](CO)O1)NCc1ccc(-c2ccccc2)cc1 | -13 | . | 15 | 0.3
CC(C)NC(=O)Nc1ccc2c(c1)C(=O)N(C)[C@@H]1CC[C@H](CC(=O)Nc3ccccc3)O[C@@H]1CO2 | 8 | 34 | -9 | 1.2
COCC(=O)N1CCC2(CC1)CN(Cc1nccs1)[C@H](CO)c1c2c2ccc(OC)cc2n1C | 50 | . | -8 | 2.4
C[C@H]1CN([C@@H](C)CO)C(=O)c2cc(NS(=O)(=O)c3ccc(Cl)cc3)ccc2O[C@H]1CN(C)C(=O)Nc1cccc2ccccc12 | -9 | 69 | -2 | -1.1
Cc1noc(C)c1S(=O)(=O)Nc1ccc2c(c1)CC(=O)N([C@H](C)CO)C[C@H](C)[C@@H](CN(C)CC1CCCCC1)O2 | -27 | 26 | -32 | -0.9
CCCNC(=O)Nc1ccc2c(c1)C(=O)N(C)C[C@@H](OC)[C@@H](C)CN(Cc1cccnc1)[C@@H](C)CO2 | . | 1 | 7 | -1.8
COc1ccc(S(=O)(=O)N(C)C[C@@H]2OCCCC[C@@H](C)Oc3ccc(NS(=O)(=O)c4ccc(C)cc4)cc3C(=O)N([C@@H](C)CO)C[C@@H]2C)cc1 | 1 | 109 | -66 | -0.4
CC(=O)N1C[C@H]2[C@@H](c3ccccc31)[C@@H](CO)N2C(=O)Nc1ccc(F)cc1 | -3 | 34 | -6 | -0.6
CC(C)C#Cc1cnc2c(c1)C(=O)N([C@H](C)CO)C[C@H](C)[C@H](CN(C)C(=O)c1cnccn1)O2 | 2 | 52 | 14 | -1.4
COc1ccc(NC(=O)Nc2ccc3c(c2)C(=O)N([C@H](C)CO)C[C@H](C)[C@@H](CN(C)C(=O)Nc2ccc(F)cc2)OCCCC[C@H](C)O3)cc1 | -4 | 72 | -40 | -1.1
COc1ccc(S(=O)(=O)Nc2cccc3c2O[C@H](CN(C)CC2CCCCC2)[C@H](C)CN([C@H](C)CO)C3=O)cc1 | 2 | 3 | -23 | 1.4
Cc1ccc(S(=O)(=O)N(C)C[C@@H]2Oc3c(NC(=O)CCCCCC(=O)Nc4ccccc4N)cccc3C(=O)N([C@H](C)CO)C[C@H]2C)cc1 | 2 | . | -61 | 17
C[C@H]1CN([C@@H](C)CO)C(=O)c2cc(NC(=O)NC3CCCCC3)ccc2O[C@@H]1CN(C)Cc1ccc(C(F)(F)F)cc1 | . | 99 | 7 | -1.0
Cc1ccc(S(=O)(=O)Nc2ccc3c(c2)C(=O)N([C@@H](C)CO)C[C@@H](C)[C@@H](CN(C)Cc2ccncc2)OCCCC[C@H](C)O3)cc1 | . | -28 | -69 | -0.5
Cc1ccc(S(=O)(=O)Nc2cccc3c2O[C@H](CN(C)Cc2ccncc2)[C@H](C)CN([C@H](C)CO)C3=O)cc1 | -1 | 44 | -3 | 0.0
Cn1cnc(S(=O)(=O)N2CC[C@@H]3[C@@H](CO)Nc4ccc(-c5ccccc5)cc4[C@@H]32)c1 | -20 | 104* | -46 | -2.1
C[C@@H]1CCCCO[C@@H](CN(C)S(C)(=O)=O)[C@H](C)CN([C@H](C)CO)C(=O)c2cc(NC(=O)Cc3ccccc3)ccc2O1 | 1 | 39 | -11 | 0.1
O=C(c1ccccc1F)N1CC[C@@H]2[C@H](CO)Nc3ccc(C#Cc4ccccc4)cc3[C@@H]21 | 1 | 87 | -16 | -5.4
C[C@H](NC(=O)C[C@H]1C=C[C@H](NC(=O)C2CC2)[C@H](CO)O1)c1ccccc1 | 2 | . | 4 | -0.4
C[C@H]1CN([C@@H](C)CO)C(=O)c2ccccc2-c2ccccc2CO[C@H]1CN(C)C(=O)CCC(F)(F)F | -1 | -44 | 5 | 1.1
O=C1CN(S(=O)(=O)Cc2ccccc2)C[C@H]2[C@H](c3ccc(C#Cc4cccc(F)c4)cc3)[C@H](CO)N12 | 0 | . | -16 | -17
O=C(NCC[C@H]1CC[C@@H](NC(=O)C2CCCC2)[C@@H](CO)O1)c1cnccn1 | 3 | . | -16 | -2.2
Cc1cc(C(=O)Nc2cccc3c2O[C@H](CN(C)S(C)(=O)=O)[C@@H](C)CN([C@H](C)CO)C3=O)n(C)n1 | 6 | 15 | 7 | 1.6
COCC(=O)Nc1ccc2c(c1)[C@@H]1C[C@@H](CC(=O)N3CCCCC3)O[C@@H](CO)[C@@H]1O2 | -3 | 5 | -2 | 1.3
Cc1ccc(S(=O)(=O)Nc2cccc3c2O[C@H](CN(C)Cc2ccc(C(=O)O)cc2)[C@H](C)CN([C@H](C)CO)C3=O)cc1 | -1 | 26 | 21 | -0.4
COCC(=O)N(C)C[C@@H]1Oc2ncc(-c3cccc(OC)c3)cc2C(=O)N([C@H](C)CO)C[C@@H]1C | -4 | -9 | 60 | -0.5
COc1ccc(S(=O)(=O)N(C)C[C@H]2OCCCC[C@H](C)Oc3ccc(NS(=O)(=O)c4ccccc4)cc3C(=O)N([C@@H](C)CO)C[C@@H]2C)cc1 | -3 | 93 | . | -0.8
COc1cccc(NC(=O)N(C)C[C@H]2Oc3ncc(C#Cc4cccnc4)cc3C(=O)N([C@H](C)CO)C[C@H]2C)c1 | 1 | 6 | -10 | -0.4
COC(=O)C[C@H]1CC[C@H]2[C@H](COc3ccc(NC(=O)Nc4ccccc4C)cc3C(=O)N2C)O1 | 16 | -14 | 7 | -0.2
C[C@H](CO)N1C[C@H](C)[C@H](CN(C)C)OCCCC[C@H](C)Oc2ccc(N(C)C)cc2C1=O | -4 | -3 | 39 | 0.8
C[C@@H]1CN([C@@H](C)CO)C(=O)Cc2cc(NC(=O)CCN3CCOCC3)ccc2O[C@H]1CN(C)S(C)(=O)=O | -1 | -13 | 9 | 0.0
C[C@@H](NC(=O)C[C@H]1C[C@@H]2c3cc(NC(=O)c4ccc5c(c4)OCO5)ccc3O[C@@H]2[C@@H](CO)O1)c1ccccc1 | 0 | 88 | -31 | 0.2
C[C@@H]1CN([C@H](C)CO)C(=O)c2cc(-c3ccccc3)cnc2O[C@H]1CN(C)Cc1cccnc1 | 0 | -17 | 22 | -2.2
O=C(C[C@H]1CC[C@H](NC(=O)NC2CCCC2)[C@@H](CO)O1)NCc1ccc(F)cc1 | . | -23 | 4 | -0.7
C[C@@H]1CN([C@H](C)CO)S(=O)(=O)c2ccc(C#CC(C)(C)O)cc2O[C@H]1CN(C)CC1CC1 | -1 | . | -19 | -0.3
Cc1ccc(-c2ccc([C@@H]3[C@H](CO)N4CCCCN(Cc5cncnc5)C[C@@H]34)cc2)cc1 | -2 | 10 | 3 | 1.4
C[C@H](CO)N1C[C@H](C)[C@@H](CN(C)S(=O)(=O)c2cccs2)Oc2ccc(NS(=O)(=O)c3cccs3)cc2CC1=O | . | 29 | -14 | 2.3
C[C@@H]1CN([C@H](C)CO)C(=O)Cc2cc(NC(=O)C3CC3)ccc2O[C@H]1CN(C)Cc1ccccc1 | 4 | 3 | -2 | -0.9
CO[C@H]1CN(C)C(=O)c2ccc(NC(=O)Nc3cccc(F)c3)cc2OC[C@H](C)N(C(=O)Nc2c(C)noc2C)C[C@H]1C | . | . | -24 | -1.4
C[C@@H]1CCCCO[C@@H](CN(C)Cc2ccc(C(F)(F)F)cc2)[C@@H](C)CN([C@@H](C)CO)C(=O)c2cc(NS(=O)(=O)c3ccccc3)ccc2O1 | . | 73 | -30 | 0.8
CO[C@H]1CN(C)C(=O)c2cc(NC(=O)NC(C)C)ccc2OC[C@H](C)N(Cc2ccc(-c3ccccn3)cc2)C[C@H]1C | . | -32 | -8 | 0.9
C[C@@H]1CCCCO[C@@H](CN(C)S(=O)(=O)c2ccccc2)[C@@H](C)CN([C@@H](C)CO)C(=O)c2cc(NC(=O)Cc3ccccc3)ccc2O1 | . | 66 | -69 | 0.3
O=C(C[C@H]1CC[C@H](NS(=O)(=O)c2ccc(F)cc2)[C@H](CO)O1)NCc1ccc(Cl)c(Cl)c1 | . | -57 | 3 | -0.3
C[C@@H]1CN([C@H](C)CO)C(=O)c2cc(NS(=O)(=O)c3cccs3)ccc2O[C@H]1CN(C)C(=O)NC1CCCCC1 | -5 | 20 | 5 | 0.3
C[C@@H]1CN([C@H](C)CO)S(=O)(=O)c2ccc(-c3cccnc3)cc2O[C@H]1CN(C)CC1CC1 | 4 | -109 | -8 | -1.2
CS(=O)(=O)N1[C@H](CO)[C@@H](c2ccccc2)C12CN(Cc1ccccn1)C2 | -3 | . | -1 | 2.0
